Screens as filed in PubChem.
ASAP1 GAP inh = blocks human ASAP1-stimulated Arf1 GTP hydrolysis. Q9ULH1. GDP FP detection. inhibition, % at 16.5 µM. actives 0.19% (n = 360,000). AID 624377; in the data active = inhibition above about 25%;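 also: 0% = vehicle with enzyme and substrate and 100% = no enzyme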
DDE Tn6 FP inh = disrupts Tn6 cyclic peptide binding to fibrin D-Dimer-E complex; AID 720509; Fibrin DD(E) TRITC-Tn6 fluorescence polarization displacement; actives 0.21% (n = 370,000); P02675; inhibition, % at 8.3 µM;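 active = inhibition above a per-campaign cutoff: mean of compounds within control limits plus 3 SD, cut at about 15% in these data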;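 also: 0% = median of all compound wells on the plate and 100% = blocking peptide control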
ARFGAP1 inh = rat ARFGAP1 inhibition | Arfgap1-stimulated ARF1 GTP hydrolysis, GDP FP detection | Q62848 | AID 651572 | actives 0.26% (n = 360,000) | inhibition, % at 16.5 µM;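 active = inhibition above a per-plate limit, mean inhibition of low control wells plus 3 SD, cut at about 25% in these data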;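 also: 0% = DMSO wells with enzyme and 100% = wells lacking Arfgap1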
Target sequence (Q62848 1-136 limits assumed): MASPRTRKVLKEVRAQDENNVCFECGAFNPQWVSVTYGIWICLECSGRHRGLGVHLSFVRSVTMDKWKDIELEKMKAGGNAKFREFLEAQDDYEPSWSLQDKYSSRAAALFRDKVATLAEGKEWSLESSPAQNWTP
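System: truncated rat Arfgap1 GAP domain / Benchmarks: high control wells lacking Arfgap1, low control full reaction with DMSO / Times: compound-enzyme preincubation 20 min, reaction 120 min, detection 60 min, 25 °C / Repeats: one replicate per compound / Also added: human ARF1(Δ1-17)-GTP substrate / Measured by: Tracer-displacement fluorescence polarization with EDTA stop, 620/688 nm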
PLC-beta3 inh = blocks human PLC-beta3 enzyme activity. actives 0.18% (n = 370,000). AID 720704. Purified PLC-beta3, fluorogenic substrate, fluorescence. inhibition, % at 12.2 µM. Q01970; in the data active = inhibition above about 11%;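 also: 0% = median of compound wells on plate and 100% = full blocker control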
HGIII-sPLA2 inh = Inhibits HGIII-sPLA2 liposome hydrolysis, primary screen | AID 743126 | QFRET BODIPY PC-A2 liposome hydrolysis, fluorescence | inhibition, % at 12.2 µM | actives 0.56% (n = 370,000) | Q9NZ20;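 active = inhibition above mean plus 3 SD of compounds lying within the high and low control bounds, cut at about 19% in these data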;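 also: 0% = median of test compound wells and 100% = no enzyme DMSO wells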
Target sequence (Q9NZ20 whole entry, looked up): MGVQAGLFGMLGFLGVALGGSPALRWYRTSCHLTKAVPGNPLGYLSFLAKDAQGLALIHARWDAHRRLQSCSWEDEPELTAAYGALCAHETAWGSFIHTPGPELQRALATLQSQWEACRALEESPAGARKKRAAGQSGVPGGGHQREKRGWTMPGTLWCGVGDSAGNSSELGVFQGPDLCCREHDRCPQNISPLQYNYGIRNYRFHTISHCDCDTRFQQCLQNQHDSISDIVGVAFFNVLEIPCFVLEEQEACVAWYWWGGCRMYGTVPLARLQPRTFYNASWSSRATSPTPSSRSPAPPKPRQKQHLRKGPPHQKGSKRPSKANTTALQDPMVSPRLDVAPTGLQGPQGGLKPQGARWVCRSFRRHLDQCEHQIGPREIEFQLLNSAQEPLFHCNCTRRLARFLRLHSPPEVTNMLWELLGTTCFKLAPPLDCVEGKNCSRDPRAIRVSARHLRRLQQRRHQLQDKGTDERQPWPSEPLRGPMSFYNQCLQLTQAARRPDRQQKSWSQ
NR1D1 modulator = modulates human Rev-erb alpha binding to DNA; Rev-erbα–FITC-DNA binding, fluorescence polarization, 90 min; activity, % at 10 µM; actives 0.79% (n = 370,000); AID 1259318;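 active = activity above about 14%, limit read from the data; passing the limit was not always enough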;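 also: 0% = DMSO wells with 35 nM protein and 100% = DMSO wells with 750 nM protein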
proKLK7 act = activates the human kallikrein-7 zymogen. P49862. purified proKLK7, EDANS-DABCYL substrate fluorescence; 100% is mature enzyme control, 0% vehicle. activation, % at 7 µM. actives 0.9% (n = 370,000);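 active = activation above the mean of all tested compounds plus 3 SD, computed per campaign excluding outliers beyond control limits, cut at about 13% in these data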
Target sequence (P49862 whole entry, looked up): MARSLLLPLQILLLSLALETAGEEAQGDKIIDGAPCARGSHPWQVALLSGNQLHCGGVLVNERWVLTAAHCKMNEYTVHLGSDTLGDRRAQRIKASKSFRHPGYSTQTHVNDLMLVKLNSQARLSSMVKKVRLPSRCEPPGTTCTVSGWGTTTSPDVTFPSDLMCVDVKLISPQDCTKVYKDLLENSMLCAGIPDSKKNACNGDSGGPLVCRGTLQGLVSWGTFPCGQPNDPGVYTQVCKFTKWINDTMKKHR
PLCg1 inh = inhibitors of human phospholipase C gamma1; P19174; purified PLC-gamma1, fluorogenic substrate, fluorescence; inhibition, % at 12.2 µM; actives 0.84% (n = 370,000); AID 720700; in the data active = inhibition above about 9.5%
UHRF1 MBD2 ctr = UHRF1 methyl-DNA binding inhibition; Q96T88; UHRF1 binding to methylated oligo, TR-FRET; inhibition, % at 4.4 µM; actives 0.75% (n = 370,000); AID 687016; in the data active = inhibition above about 21%;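 also: UHRF1 SRA domain binding a hemimethylated CpG hairpin DNA probe; 0% = median of test compound wells and 100% = reference inhibitor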
Tn7 DDE FP = DD(E)-Tn7 binding inhibition, primary FP screen. AID 720508. FP displacement of FITC-Tn7 peptide from fibrin DD(E); 0% = median of compound wells per plate. inhibition, % at 8.3 µM. actives 0.13% (n = 370,000);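 active = inhibition above the mean of compounds falling within the control limits plus 3 SD of them, cut at about 14% in these data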;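 also: 0% = plate median of compound wells and 100% = 10 µM Aha-Tn7 peptide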
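Assay system: Human fibrin DD(E) protein | Medium: Tris buffer with calcium and detergent, pH 7.8 | Reagent: 0.1 µM fluorescent Tn7 | Compound dosing: Single point at 8.3 µM | Times: 10 min preincubation, 3 h with tracer, room temperature | Detection: Fluorescence polarization of the labelled Tn7 tracer | Controls: Aha-Tn7 high control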
* = called active by the depositor; . = no result given; & = joins results of further samples.

SMILES	ASAP1 GAP inh	DDE Tn6 FP inh	ARFGAP1 inh	PLC-beta3 inh	HGIII-sPLA2 inh	NR1D1 modulator	proKLK7 act	PLCg1 inh	UHRF1 MBD2 ctr	Tn7 DDE FP
O=C(NC(=S)Nc1ccc([N+](=O)[O-])cc1)c1ccco1	-4	1	-3	5	9	-8	0.1	13*	4	3
CC(=O)c1c(C)n(-c2ccc(Br)cc2)c2ccc(O)cc12	-7	-4	6	-5	-8	-8	0.1	-2	-1	-5
CC1(NC(=O)NCc2ccccc2)CCS(=O)(=O)C1 (stereo not drawn)	-24	7	-4	3	-1	1	0.2	-1	1	2
CCN(CC(=O)Nc1cc(Cl)ccc1C)C(=O)CCS(=O)(=O)c1ccc(C)cc1	-8	1	12	-6	-1	-5	-0.2	-5	-1	-5
Cn1c(SCC(=O)Nc2ccccc2)nnc1-c1ccc2nonc2c1	-3	4	-8	-3	4	5	-0.3	0	1	6
CCn1c(C)cc(C(=O)CN2C(=O)c3ccccc3S2(=O)=O)c1C	4	4	10	-9	5	2	0.0	3	2	-3
C[C@H]1COC(=O)[C@@H](Cc2ccc(F)cc2)C/C=C\C[C@@H](CC(=O)NCCO)C(=O)N1	8	-2	3	-1	6	-7	0.2	0	0	0
O=C(Nc1ccc(S(=O)(=O)N2CCN(c3ccccc3)CC2)cc1)c1cccs1	10	-11	7	-4	0	2	-2.6	0	1	1
Cc1ccc(C)c(N(C(=O)Cn2nnc3ccccc32)C(C(=O)NCc2ccco2)c2ccncc2)c1 (stereo not drawn)	6	3	-1	3	-8	-1	0.1	4	-3	3
COc1cc(/C=N/NC(=O)CCC(=O)Nc2ccc(Br)cc2)ccc1O	-7	-7	-5	1	-5	-5	-3.5	2	-4	-1
O=S1(=O)c2ccc(N3CCN(Cc4ccccc4F)CC3)cc2Oc2ccccc2CN1Cc1cn(Cc2ccc(Cl)cc2)nn1	.	0	.	4	0	0	-1.0	1	3	-3
CC(=O)C1=C(C)Nc2ncnn2C1c1cccc(Br)c1 (stereo not drawn)	3	2	-7	0	-2	5	-0.1	3	-1	-4
O=c1c(Cc2ccccc2O)c(O)nc2n1CCCS2	9	-8	10	-4	13	-3	0.3	1	1	1
CCCCSc1nc(C)cc(NC(=S)Nc2ccc(OC)cc2)n1	-7	7	2	2	-5	4	0.1	0	-2	5
COc1ccc(Cc2nnc(NC(=O)c3ccc(Cl)c([N+](=O)[O-])c3)s2)cc1	5	-2	0	2	-4	-3	0.2	0	-2	-1
Cc1ccc(NC(=O)NC(=O)N(c2ccccc2)S(C)(=O)=O)cc1	3	-5	-5	-1	-7	-5	0.0	-1	-3	1
Cc1cc(OCC(=O)NNC(=O)c2ccncc2)ccc1C(C)C	5	-6	2	-2	-6	9	0.2	4	-2	-3
Cc1ccc(-c2nnc(SCC(=O)NN=Cc3c[nH]c4ccccc34)n2-c2ccccc2)cc1	.	7	.	4	-18	0	0.5	4	1	-8
O=C(Nc1ccc(N2CCCC(O)C2)cc1)c1snc2c(=O)[nH]cnc12 (stereo not drawn)	12	-5	-18	1	1	4	-0.2	0	-7	6
COc1ccc(CC(=O)Nc2ccc(S(=O)(=O)Nc3nc(C)cc(C)n3)cc2)cc1	-31	10	18	1	-16	-6	-0.2	4	4	-1
Cc1ccc(SCC(=O)NN2C(=O)c3ccccc3C2=O)cc1	1	3	-2	-1	-2	-1	0.5	1	6	4
CNC(=O)c1ccsc1NC(=O)CCS(=O)(=O)c1ccc(F)cc1	0	3	0	-8	4	1	-0.1	-3	0	0
Cc1cccc(Nc2ncnc(N)n2)c1	-5	-8	9	3	2	-3	0.8	0	-2	-5
COc1cnn(-c2ccc(C)cc2)c(=O)c1Cl	-4	3	8	-1	-2	-2	0.1	-1	-1	-15
c1ccc2c(c1)c1c3n2CCNC3CCC1 (stereo not drawn)	8	1	0	-28	26*	1	2.7	-21	-1	-5
COc1ccc(Br)c(C(=O)NCCC(C)C)c1	-1	-7	3	4	4	1	-0.3	8	-2	1
CCOC(=O)C1=C(C)N=C2SC(C(=O)OC)=CC(=O)N2C1c1cccc(OC)c1 (stereo not drawn)	3	-7	2	-6	-11	4	0.5	5	3	-1
Cc1ccc(CNC(=O)c2cc(C3CC3)nc3c2cnn3C(C)C)cc1	10	-4	1	-18	-7	10	-1.3	-11	0	-2
COc1cccc2cc(NC(=O)C3CCCCC3)c(=O)oc12	-1	-3	8	0	6	3	0.3	-4	-2	-3
CSc1nc(Oc2ccc(=O)n(C)n2)nc(N(C)C)n1	-10	4	-1	0	2	-4	0.5	1	0	0
Cc1ccc(S(=O)(=O)NC(Cc2ccc(Cl)cc2)C(=O)O)cc1 (stereo not drawn)	2	5	6	-2	-7	5	-0.1	4	-2	-8
COc1cc(CNC2CCCC2)c(Br)cc1OCc1ccccc1	2	4	1	1	-7	5	-0.8	5	-2	-1
CC1CCCCN1C(=O)c1cc(S(=O)(=O)N2CCCCC2)c[nH]1 (stereo not drawn)	6	2	1	0	5	-5	-0.1	3	0	2
Cc1ccc([C@@H]2C[C@H]3[C@@H](CN2S(=O)(=O)c2ccc(Cl)cc2)C(=O)C[C@@H](c2cccc(Cl)c2)N3S(=O)(=O)c2ccc(C)cc2)cc1	7	3	2	4	0	6	-0.2	3	-1	5
Cc1cccc(Cn2ccc(NC(=O)c3cccnc3)n2)c1	-11	1	3	0	3	2	0.3	1	-3	7
COc1cc(CC(=O)Nc2ncc(C)s2)cc(OC)c1OC	0	-5	-4	1	5	3	-0.9	6	4	3
CCc1ccc(OCC(=O)NCCOc2ccccc2)cc1	9	-3	-7	-3	0	1	0.4	-1	5	-3
COc1ccc(C(=O)N/N=C/c2c(C)[nH]c(=O)[nH]c2=O)cc1	-1	-4	8	-8	-3	0	-1.2	0	-3	-6
O=C1N[C@@H](Cc2c[nH]c3ccccc23)C(=O)N[C@H]1Cc1ccccc1	-3	-4	-2	-2	-9	13	0.5	4	-3	-2
Cc1ccc(-n2cc(-c3ccc([N+](=O)[O-])cc3)[nH]c2=S)c(C)c1	-7	-3	6	-7	12	-1	-0.3	-4	-3	-9

10 compounds already listed, arranged by count of non-hydrogen atoms, lowest first:
SMILES	ASAP1 GAP inh	DDE Tn6 FP inh	ARFGAP1 inh	PLC-beta3 inh	HGIII-sPLA2 inh	NR1D1 modulator	proKLK7 act	PLCg1 inh	UHRF1 MBD2 ctr	Tn7 DDE FP
c1ccc2c(c1)c1c3n2CCNC3CCC1 (stereo not drawn)	8	1	0	-28	26*	1	2.7	-21	-1	-5
COc1ccc(Br)c(C(=O)NCCC(C)C)c1	-1	-7	3	4	4	1	-0.3	8	-2	1
CSc1nc(Oc2ccc(=O)n(C)n2)nc(N(C)C)n1	-10	4	-1	0	2	-4	0.5	1	0	0
Cc1cccc(Cn2ccc(NC(=O)c3cccnc3)n2)c1	-11	1	3	0	3	2	0.3	1	-3	7
CC1CCCCN1C(=O)c1cc(S(=O)(=O)N2CCCCC2)c[nH]1 (stereo not drawn)	6	2	1	0	5	-5	-0.1	3	0	2
COc1cc(CNC2CCCC2)c(Br)cc1OCc1ccccc1	2	4	1	1	-7	5	-0.8	5	-2	-1
O=C1N[C@@H](Cc2c[nH]c3ccccc23)C(=O)N[C@H]1Cc1ccccc1	-3	-4	-2	-2	-9	13	0.5	4	-3	-2
Cc1ccc(CNC(=O)c2cc(C3CC3)nc3c2cnn3C(C)C)cc1	10	-4	1	-18	-7	10	-1.3	-11	0	-2
CCOC(=O)C1=C(C)N=C2SC(C(=O)OC)=CC(=O)N2C1c1cccc(OC)c1 (stereo not drawn)	3	-7	2	-6	-11	4	0.5	5	3	-1
Cc1ccc([C@@H]2C[C@H]3[C@@H](CN2S(=O)(=O)c2ccc(Cl)cc2)C(=O)C[C@@H](c2cccc(Cl)c2)N3S(=O)(=O)c2ccc(C)cc2)cc1	7	3	2	4	0	6	-0.2	3	-1	5

Carrying on:
SMILES	ASAP1 GAP inh	DDE Tn6 FP inh	ARFGAP1 inh	PLC-beta3 inh	HGIII-sPLA2 inh	NR1D1 modulator	proKLK7 act	PLCg1 inh	UHRF1 MBD2 ctr	Tn7 DDE FP
CCCSc1nc2c(c(=O)[nH]c(=O)n2C)n1C	-10	3	-2	1	-4	-1	0.0	1	5	-4
COc1cc(O)c(C(=O)O)c(CCc2ccccc2)c1	-2	3	-2	-6	-25	2	0.9	-4	0	1
CNCC[C@H](Oc1cccc2ccccc12)c1cccs1	-4	0	5	1	3	-4&-2	-0.2	2	4	4
CSc1nc(C)c(CCO)c(=O)[nH]1	-5	3	0	2	3	0	0.0	2	0	-2
O=C(c1ccc(N2CCN(C(=O)c3ccccc3)CC2)cc1)c1cccc(F)c1	22	-9	-2	-115	2	9	2.0	-78	0	1
O=S(=O)(c1ccccc1)N(CC(O)Cn1c2ccccc2c2ccccc21)c1ccccc1 (stereo not drawn)	-8	-12	17	-22	-18	6	-0.7	-19	1	6
Cc1cccc(C(=O)N[C@H](C(=O)Nc2ccc(C)c(S(=O)(=O)N(C)C)c2)C(C)C)c1	1	-1	6	0	0	3	0.5	0	2	7
COc1cccc(-c2cc(-c3cccnc3)c(C#N)c(N)n2)c1	0	1	11	-203	5	-8	3.7	-142	0	2
CC1CN(C(=O)CCC(=O)NCc2ccccc2)c2ccccc2O1 (stereo not drawn)	-5	3	-6	0	2	4	-0.5	2	1	-2
c1ccc(Cn2ncc3c(N4CCN(C(c5ccccc5)c5ccccc5)CC4)ncnc32)cc1	-2	-7	-6	-5	0	0	-0.8	-1	-2	-1
CC1(C)CC(=O)c2c(nc3ccccc3c2N)C1	10	4	-8	-29	0	2	-5.4	-27	-1	1
CC(C)(C)c1ccc(OCCCN2CCC(C(O)(c3ccccc3)c3ccccc3)CC2)cc1	.	6	.	-3	1	-1	0.2	2	0	6

Two compounds picked at random from the list so far, as already listed:
SMILES	ASAP1 GAP inh	DDE Tn6 FP inh	ARFGAP1 inh	PLC-beta3 inh	HGIII-sPLA2 inh	NR1D1 modulator	proKLK7 act	PLCg1 inh	UHRF1 MBD2 ctr	Tn7 DDE FP
COc1cccc(-c2cc(-c3cccnc3)c(C#N)c(N)n2)c1	0	1	11	-203	5	-8	3.7	-142	0	2
Cc1cccc(C(=O)N[C@H](C(=O)Nc2ccc(C)c(S(=O)(=O)N(C)C)c2)C(C)C)c1	1	-1	6	0	0	3	0.5	0	2	7
